Screening data deposited in PubChem by The Scripps Research Institute Molecular Screening Center.
CHRM1 agonist: human M1 muscarinic receptor agonism; P11229; activation, % at 3 µM; CHO-K1 hM1, Fluo-8 calcium fluorescence, agonist mode; 0% DMSO, 100% acetylcholine EC100; 360,000 tested, 0.33% active;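 active means activation above the run's mean compound activation plus 3 SD, cut at about 16% in these data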;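 further: peak over basal fluorescence ratio within a 140 s kinetic read after compound addition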
M1 antag: human CHRM1 antagonism | P11229 | CHO-K1 hM1, Fluo-8 calcium fluorescence, ACh EC80 antagonist | inhibition, % at 3 µM | 360,000 tested, 1.3% active | AID 588852;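 active means percent inhibition above its own plate's cutoff, namely the mean of that plate's compound wells plus 3 SD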;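 further: peak over basal fluorescence ratio during 140 s after agonist addition; 0% = ACh EC80 plus DMSO and 100% = DMSO alone without agonist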
CHO-K1 Ca PAM: nonselective activator or artifact in parental CHO-K1 calcium assay; activation, % at 3 µM; ATP EC20, Fluo-8 calcium fluorescence; 0% at ATP EC20, 100% at ATP max; 360,000 tested, 0.02% active;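 active means activation above the run cutoff, the mean activation of all test compounds plus 3 SD, cut at about 40% in these data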;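 further: peak over basal fluorescence ratio in a 140 s read after ATP addition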
TAAR1 antagonist: human TAAR1 antagonism; 360,000 tested, 1.5% active; AID 624466; CHO RD-HGA16 TAAR1, Fluo-8 calcium fluorescence, antagonist; Q96RJ0; inhibition, % at 3 µM;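 active means inhibition above a per-plate cutoff, the mean inhibition of test compounds on that plate plus 3 SD, cut at about 49% in these data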;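 further: 0% = DMSO plus EC80 beta-PEA response and 100% = DMSO alone without agonist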
Target sequence (Q96RJ0 whole entry, looked up): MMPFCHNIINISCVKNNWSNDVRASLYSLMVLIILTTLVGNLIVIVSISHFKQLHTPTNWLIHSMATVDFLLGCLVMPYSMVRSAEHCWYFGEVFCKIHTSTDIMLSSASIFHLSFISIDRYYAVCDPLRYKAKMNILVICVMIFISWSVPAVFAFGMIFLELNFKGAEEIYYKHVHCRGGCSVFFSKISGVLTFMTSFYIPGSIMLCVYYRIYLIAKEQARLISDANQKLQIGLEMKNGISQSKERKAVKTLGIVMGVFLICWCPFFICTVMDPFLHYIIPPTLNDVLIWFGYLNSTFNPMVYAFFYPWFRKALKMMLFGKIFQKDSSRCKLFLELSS
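Test system: RD-HGA16 CHO cells with stable hTAAR1 and Gα16 / Probe or stimulus: EC80 β-phenethylamine stimulus / Times: seeding 17-24 h prior, 75-min 37 °C, 30-min RT dye loading / Detection: Fluo-8 calcium-sensitive fluorescence / Read-out basis: % inhibition scaled between DMSO and EC80 PEA controls / Repeats: singlicate, one well per test compound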
CHO parental Ca: counter-screen for OX1R antagonists: effect in parental CHO cells; parental CHO-K1, ATP-induced calcium, Fluo-8 fluorescence; inhibition, % at 5.6 µM; 330,000 tested, 0.63% active;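 active means inhibition above that plate's mean sample inhibition plus 3 SD, cut at about 26% in these data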;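 further: 0% = ATP-challenged DMSO wells and 100% = DMSO wells without ATP; some compounds past the cut are filed as inactive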
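test system = CHO parental line | reagent = ATP stimulus | measured by = intracellular calcium via Fluo-8 no-wash fluorescent dye | control set = ATP and no-ATP DMSO wells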
OXTR potentiator: potentiates the human oxytocin receptor response; 320,000 tested, 0.061% active; AID 2445; CHO-OTR cells, Fluo-8 calcium fluorescence, potentiator mode; 0% = oxytocin EC15, 100% = EC100; activation, % at 3 µM;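 active means activation above that plate's cutoff, the mean activation of tested compounds plus 3 SD, cut at about 6.6% in these data, passing the limit was not always enough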;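 further: 100% uses oxytocin at 75 nM as the full agonist control; some results filed as inactive read as strong as hits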
Target sequence (P30559 whole entry, looked up): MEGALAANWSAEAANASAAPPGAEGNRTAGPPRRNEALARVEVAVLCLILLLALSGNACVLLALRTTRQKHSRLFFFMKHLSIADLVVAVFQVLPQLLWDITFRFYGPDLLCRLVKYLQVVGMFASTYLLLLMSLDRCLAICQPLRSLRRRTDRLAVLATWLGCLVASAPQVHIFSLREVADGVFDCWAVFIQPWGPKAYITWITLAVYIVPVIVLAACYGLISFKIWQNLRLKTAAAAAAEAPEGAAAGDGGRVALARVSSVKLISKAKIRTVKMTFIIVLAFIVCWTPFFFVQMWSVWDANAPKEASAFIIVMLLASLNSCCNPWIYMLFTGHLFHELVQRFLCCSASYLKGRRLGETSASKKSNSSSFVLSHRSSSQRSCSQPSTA
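Assay system: CHO cell line stably expressing human OTR | Also added: Oxytocin at about EC15, sub-maximal agonist stimulus | Times: Compound 6 min at room temperature before oxytocin, 100 s read | Measured by: Fluo-8 intracellular calcium fluorescence, ex 470-495, em 515-575 nm | Controls: EC15 oxytocin alone as 0%, 75 nM oxytocin as 100%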
CHO-K1 Ca antag: nonselective inhibitor or artifact in parental CHO-K1 cells; inhibition, % at 3 µM; ATP-induced calcium, Fluo-8 fluorescence; 360,000 tested, 0.6% active; AID 602250;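 active means inhibition above a per-plate cutoff, the plate's mean sample inhibition plus 3 SD, cut at about 24% in these data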;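 further: 0% = DMSO plus EC80 ATP and 100% = DMSO alone without ATP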
TAAR1 agonist: agonists of human TAAR1; Q96RJ0; CHO RD-HGA16 TAAR1, Fluo-8 calcium fluorescence; vehicle wells 0%, saturating PEA agonist 100%; 360,000 tested, 0.99% active; activation, % at 3 µM; AID 624467;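 active means activation above the mean activation of all test compounds in the run plus 3 SD, cut at about 38% in these data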
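Test system: RD-HGA16 (CHO) cells co-expressing Gα16 and hTAAR1; dosing: one-point dosing at 3 µM (nominal); timing: 17-24 h seeding, 75 min 37 °C dye, 30 min RT; signal: kinetic Fluo-8 calcium fluorescence; read-out basis: % activation relative to PEA EC100 response; controls: DMSO and PEA EC100; replicates: n 1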
CHO-K1 Ca ag: M1 agonist counterscreen hit in parental CHO-K1 cells; Fluo-8 calcium fluorescence; scaled to maximal ATP response, vehicle zero; 360,000 tested, 0.48% active; activation, % at 3 µM; AID 602248; in the data active means activation above about 15%;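 further: untransfected CHO-K1 host cells lacking M1 receptor as counterscreen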
* = called active by the depositor; nt = not tested or not shown.

SMILES | CHRM1 agonist | M1 antag | CHO-K1 Ca PAM | TAAR1 antagonist | CHO parental Ca | OXTR potentiator | CHO-K1 Ca antag | TAAR1 agonist | CHO-K1 Ca ag
Nc1nonc1-n1nnc(C(=O)N/N=C/c2ccncc2)c1CSc1ccc(Cl)cc1 | -3 | -11 | 7 | -17 | -18 | -6 | 1 | 7 | 1.9
CCCCNC(=O)Nc1c(C(=O)OC)[nH]c2ccc(C)cc12 | -4 | -16 | 20 | -10 | -18 | -11 | -19 | 8 | 2.3
FC(F)(F)c1ccccc1Cc1c(C2CCCCC2)nc2ccc(Br)cn12 | -2 | -31 | -6 | -22 | nt | nt | -15 | -1 | 0.2
CCOC(=O)CC1C(C(=O)OCC)ON2OC(C(=O)OC)C(C(=O)OCC)C12 (configuration not stated) | -2 | -20 | -2 | -13 | -4 | -1 | 4 | 5 | -0.1
CC(=O)Nc1ccc(SC[C@H](Cc2ccccc2)N2CCN(CC(C)C)CCC2=O)cc1 | -13 | 0 | 2 | 7 | -27 | -1 | -7 | 8 | 0.0
COc1ccc(NC(=O)Cn2nnc(-c3ccc(CN4CCOCC4)cc3)n2)c(OC)c1 | -5 | 6 | 3 | 12 | -10 | -11 | -4 | 6 | 0.2
O=C(CN1CCN(Cc2ccccc2F)CC1)Nc1ccccc1Cl | -9 | -5 | 15 | -6 | -18 | -9 | -7 | 2 | 7.5
COc1cc(/C=C(\C#N)c2ccccn2)ccc1OCC(=O)Nc1cccc(C(F)(F)F)c1 | 0 | 0 | 11 | -11 | -19 | -4 | 8 | 0 | 0.2
Cc1ccc(N=Cc2cc(C)n(C3CCCC3)c2C)cc1 | -8 | 7 | 9 | 8 | -7 | 3 | -3 | 0 | 1.5
COc1cc(C(C)=O)ccc1OCC(=O)OCC(=O)c1cc(C)n(CC2CCCO2)c1C (configuration not stated) | -3 | -10 | 21 | -12 | -16 | 0 | -21 | 9 | 1.6
CCOC(=O)CCCc1sc(N)nc1-c1[nH]c(=O)[nH]c1C | -5 | -4 | 3 | nt | 6 | -5 | 9 | nt | -0.2
O=C(NC1CCCCCC1)c1cc(S(=O)(=O)N2CCC3(CC2)OCCO3)ccc1F | -2 | -8 | 17 | 5 | 5 | -4 | -36 | 3 | 4.5

In the list so far, these contain a Cl atom:
SMILES | CHRM1 agonist | M1 antag | CHO-K1 Ca PAM | TAAR1 antagonist | CHO parental Ca | OXTR potentiator | CHO-K1 Ca antag | TAAR1 agonist | CHO-K1 Ca ag
Nc1nonc1-n1nnc(C(=O)N/N=C/c2ccncc2)c1CSc1ccc(Cl)cc1 | -3 | -11 | 7 | -17 | -18 | -6 | 1 | 7 | 1.9
O=C(CN1CCN(Cc2ccccc2F)CC1)Nc1ccccc1Cl | -9 | -5 | 15 | -6 | -18 | -9 | -7 | 2 | 7.5

(list continues)
SMILES | CHRM1 agonist | M1 antag | CHO-K1 Ca PAM | TAAR1 antagonist | CHO parental Ca | OXTR potentiator | CHO-K1 Ca antag | TAAR1 agonist | CHO-K1 Ca ag
COc1ccccc1OCCSc1nnnn1C1CCCCC1 | -2 | 3 | -6 | -19 | -18 | -2 | 12 | -3 | -0.4
COc1ccc(CCNC(=O)c2c[nH]c3ccc(F)cc3c2=O)cc1OC | -2 | -2 | 14 | 27 | -21 | -4 | -2 | 12 | 4.1
COc1ccccc1NC(=O)Cc1nnc(SCC(=O)NC2=NCCS2)n1C | 7 | 6 | -21 | -10 | -4 | 4 | 8 | 0 | 0.2
COc1ccc(CCNS(=O)(=O)c2ccc3c(c2)NC(=O)CO3)cc1OC | 3 | -13 | -4 | -9 | -5 | -1 | -8 | 4 | 0.3
CCOc1ccc(CN(C)C(=O)c2ccc(S(=O)(=O)N(C)c3ccccc3OC)cc2)cc1 | -5 | 17 | -15 | 30 | 2 | -9 | 20 | 5 | 5.8
C=CCOc1c(Br)cc(CNn2nnnc2N)cc1OC | -2 | 4 | 12 | -13 | -11 | -5 | -1 | 2 | 1.2
CN(C)C(=O)CCC(=O)N1CCCC(N2CCN(c3cccc(C(F)(F)F)c3)CC2)C1 (configuration not stated) | -1 | -12 | 9 | -13 | -14 | 2 | -8 | 5 | 0.6
Cc1ccc(C(C)NC(=O)c2cccnc2)cc1 (configuration not stated) | -2 | -9 | 14 | -25 | -11 | 4 | -10 | 3 | 1.8
O=C(Nc1ccc2c(c1)OCO2)c1cnccn1 | -1 | -12 | 9 | -10 | -2 | -1 | -3 | 9 | -0.1
O=C(Cc1ccccc1)N/N=C/c1ccc[nH]1 | -2 | -11 | 14 | -37 | 5 | -7 | -8 | 1 | 0.9
O=C(c1ccc(S(=O)(=O)N2CCCCCC2)cc1)N1CCN(c2ccccc2F)CC1 | -5 | -2 | 11 | -24 | -11 | -9 | -8 | -1 | 0.5
O=C(NN1C(=O)C2C3c4ccccc4C(c4ccccc43)C2C1=O)C1CC1 (configuration not stated) | -5 | 1 | 21 | 16 | -2 | -3 | 1 | 4 | 0.3
CC(C)CCN1CCN(Cc2cnc(N3CCCC3)s2)CC1CCO (configuration not stated) | -5 | 2 | 15 | -33 | -15 | -3 | -12 | 1 | 3.3
CC1CCCC(C)N1CCCNC(=O)Cn1ncc2c3ccccc3n(C)c2c1=O (configuration not stated) | -5 | -5 | -10 | nt | 5 | 3 | -4 | nt | 0.1
O=c1cc(NS(=O)(=O)c2ccccc2)nc(SCc2c(Cl)cccc2Cl)[nH]1 | -4 | 21 | -5 | -7 | -8 | -4 | 19 | 4 | 0.1
COc1ccc(NC(=O)Nc2c(C)noc2-c2ccccc2)cc1 | -6 | -14 | 18 | -7 | -7 | -3 | -13 | 1 | 1.9
Cc1ccc(C(=O)N(CC(=O)Nc2sc(C)c(C)c2C(N)=O)C2CCCC2)cc1 | 1 | -1 | 2 | 51* | -8 | -11 | 16 | 11 | 8.3
CNC(=O)NC(=O)CSc1ccc(NC(C)=O)cc1 | -3 | -12 | 21 | -2 | 14 | -2 | -20 | 12 | 0.2
COc1cccc(NC(=O)CN(C)C(=O)c2ccccc2-c2nc3ccccc3s2)c1 | -5 | 2 | -1 | 15 | -37 | -8 | -14 | 3 | 1.5
CCC1CCCCN1CCn1c(=S)[nH]c2cc(OC)c(OC)cc2c1=O (configuration not stated) | -6 | 12 | 1 | -1 | -7 | 0 | 9 | 1 | -0.4
O=C(CCC(=O)NC1CC1)Nc1nnc(C2CCCCC2)s1 | -1 | -9 | 4 | -8 | -17 | -5 | -9 | 19 | -0.1
Cc1cc(Nc2cccc(C)c2C)n2nc(C)nc2n1 | -1 | -15 | -4 | -2 | 2 | 0 | 18 | 0 | -0.7
COc1cc(OC)c(C(=O)OCCCOC(=O)c2cc(OC)c(OC)cc2OC)cc1OC | -2 | 0 | 5 | -12 | nt | nt | -9 | 1 | 0.9
COc1ccc(-n2cnc(N)c2C(=O)c2cccc([N+](=O)[O-])c2)cc1 | -5 | 0 | -13 | 8 | 0 | 0 | 16 | 2 | 0.2
NC(=O)c1cc(S(=O)(=O)NCc2ccc(F)cc2)cs1 | -2 | -5 | 7 | -15 | -3 | -6 | -3 | 2 | 0.7
CCOCCCNC(=O)c1c(N)n(-c2ccc3c(c2)OCO3)c2nc3ccccc3nc12 | -4 | -2 | 14 | 34 | -13 | -4 | -3 | 17 | 1.2
CC(N)=Nc1ccc([N+](=O)[O-])cc1 | -3 | -7 | 19 | -36 | 10 | -4 | -2 | 1 | 0.0
CC(=O)N1CCN(Cc2nc3cc(NC(=O)c4ccc(F)cc4)ccc3n2C)CC1 | -6 | -8 | 10 | 0 | -2 | -21 | -7 | 1 | 1.1
Nc1nc(Nc2ccccc2Br)nc(C(F)(F)F)n1 | -7 | 7 | 15 | 8 | 3 | -3 | -6 | -2 | 0.2
COc1ccc(S(=O)(=O)N2CCN(C(=O)C3CCCCC3)CC2)cc1 | -3 | -7 | 8 | -10 | -4 | -5 | -13 | 3 | 1.9
COc1ccc(NC(=O)CCC(=O)c2ccc(F)cc2)cc1 | -3 | -7 | 12 | -12 | nt | nt | -3 | 0 | 0.3
COc1ccc(NC(=O)c2cc(-c3ccccc3Cl)on2)cc1 | -2 | -14 | 7 | 0 | -7 | -18 | 6 | 0 | 0.4
CCOC(=O)c1ccc(NC(=O)CC2NCCNC2=O)cc1 (configuration not stated) | 7 | -12 | -5 | 11 | 0 | -4 | 2 | 1 | -0.2
COc1ccc(OC)c(C(=O)NC(CC(N)=O)c2ccc(NCCN3CCCC3)c([N+](=O)[O-])c2)c1 (configuration not stated) | -2 | -10 | 8 | 8 | -7 | 2 | -20 | 16 | 0.4
O=C1c2ccccc2N(Cc2ccc(Cl)cc2)C2=NCCN12 | -10 | -4 | 10 | -15 | -1 | 2 | 3 | 1 | 0.3
CCNc1nc(Oc2ccc(=O)[nH]n2)nc(N2CCOCC2)n1 | 1 | -18 | 15 | 4 | -8 | 2 | -10 | 8 | -0.1
CCOC(=O)CC(NC(=O)Cn1nnc(-c2ccccc2F)n1)c1ccc(OC)cc1 (configuration not stated) | 0 | -4 | 24 | 4 | -5 | -13 | -13 | 5 | 4.2

Look-ups from the list.
CCNc1nc(Oc2ccc(=O)[nH]n2)nc(N2CCOCC2)n1 in CHO-K1 Ca antag is listed with -10
COc1ccc(NC(=O)CCC(=O)c2ccc(F)cc2)cc1 in M1 antag is listed with -7
CCOCCCNC(=O)c1c(N)n(-c2ccc3c(c2)OCO3)c2nc3ccccc3nc12 in CHO-K1 Ca PAM is listed with 14
CC(=O)N1CCN(Cc2nc3cc(NC(=O)c4ccc(F)cc4)ccc3n2C)CC1 in TAAR1 antagonist is listed with 0

Given as labelled records: 3 of the compounds above
SMILES: CC(=O)N1CCN(Cc2nc3cc(NC(=O)c4ccc(F)cc4)ccc3n2C)CC1
- CHRM1 agonist = -6
- M1 antag = -8
- CHO-K1 Ca PAM = 10
- TAAR1 antagonist = 0
- CHO parental Ca = -2
- OXTR potentiator = -21
- CHO-K1 Ca antag = -7
- TAAR1 agonist = 1
- CHO-K1 Ca ag = 1.1

SMILES: Nc1nc(Nc2ccccc2Br)nc(C(F)(F)F)n1
- CHRM1 agonist = -7
- M1 antag = 7
- CHO-K1 Ca PAM = 15
- TAAR1 antagonist = 8
- CHO parental Ca = 3
- OXTR potentiator = -3
- CHO-K1 Ca antag = -6
- TAAR1 agonist = -2
- CHO-K1 Ca ag = 0.2

SMILES: COc1ccc(S(=O)(=O)N2CCN(C(=O)C3CCCCC3)CC2)cc1
- CHRM1 agonist = -3
- M1 antag = -7
- CHO-K1 Ca PAM = 8
- TAAR1 antagonist = -10
- CHO parental Ca = -4
- OXTR potentiator = -5
- CHO-K1 Ca antag = -13
- TAAR1 agonist = 3
- CHO-K1 Ca ag = 1.9
